SUMO HTRF inh = SUMOylation inhibition; HTRF SUMOylation assay, SAE1/SAE2 + UBC9, in vitro; inhibition, % at 35 µM; 290,000 compounds, 0.36% hits; in the data active means inhibition above about 50%, passing the limit was not always enough; further: strong numbers were not always called active
MEKK3 PB1 HTS = raises or lowers MEK5 binding to the human MEKK3 PB1 domain | Q99759 | bead-based flow cytometry, Alexa488-MEK5 binding to MEKK3; actives lie on both sides; 0 = blocked by unlabeled MEK5, 100 = vehicle | binding response (% of control), % at 10 µM | 290,000 compounds, 1.4% hits | AID 1529;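 active means binding response more than 3 SD above or below the average of its plate-row segment, actives on both sides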;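 further: Alexa488 bead fluorescence after subtracting the streptavidin-only scavenger bead signal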
p-CIP stab down = compounds decreasing mouse p/CIP protein stability; Q05BA5; F442A p/CIP-EGFP cells, EGFP fluorescence, 16 h; decrease of EGFP signal, % at 10 µM; 290,000 compounds, 0.01% hits;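 active means EGFP signal decrease of at least 30% at 10 µM or well 3 SD below plate mean, unless failing retest; inactive means the rest, including hits failing retest or dose response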; further: some compounds called inactive have numbers as strong as hits; many of its hits are not listed in these tables
MEKK2mut PB1 HTS = signal of MEK5 binding to mutant human MEKK2 PB1 domain; percent response, % at 10 µM; bead flow cytometry, Alexa488-MEK5 binding to MEKK2 mutant; 290,000 compounds, 0.35% hits; AID 1530; in the data active means percent response above about 24%, passing the limit was not always enough; further: inactives centre near 1; some results filed as inactive read as strong as hits; reference of the scale not given here
MEKK2 WT-MEK5 = raises or lowers MEK5 binding to wildtype human MEKK2 PB1 domain | Q9Y2U5 | bead flow cytometry, Alexa488-MEK5 binding to MEKK2 WT; actives lie on both sides | binding response (% of control), % at 10 µM | 290,000 compounds, 1.1% hits | AID 1531; in the data active means binding response below about 67% or above about 130%
IDE inh = inhibits human insulin-degrading enzyme in HEK cells; P14735; FAbetaB cleavage, fluorescence polarization; inhibition, % at 5.59 µM; 320,000 compounds, 0.41% hits; AID 434962;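 active means percent inhibition above the average of all tested compounds plus 3 SD, set per screening campaign, cut at about 16% in these data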;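 further: IDE supplied by intact live HEK cells; FP after avidin binding of uncleaved biotin substrate so inhibition keeps polarization high; 0% = DMSO wells and 100% = 60 µM reference IDE inhibitor Ii1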
Target sequence (P14735 whole entry, looked up): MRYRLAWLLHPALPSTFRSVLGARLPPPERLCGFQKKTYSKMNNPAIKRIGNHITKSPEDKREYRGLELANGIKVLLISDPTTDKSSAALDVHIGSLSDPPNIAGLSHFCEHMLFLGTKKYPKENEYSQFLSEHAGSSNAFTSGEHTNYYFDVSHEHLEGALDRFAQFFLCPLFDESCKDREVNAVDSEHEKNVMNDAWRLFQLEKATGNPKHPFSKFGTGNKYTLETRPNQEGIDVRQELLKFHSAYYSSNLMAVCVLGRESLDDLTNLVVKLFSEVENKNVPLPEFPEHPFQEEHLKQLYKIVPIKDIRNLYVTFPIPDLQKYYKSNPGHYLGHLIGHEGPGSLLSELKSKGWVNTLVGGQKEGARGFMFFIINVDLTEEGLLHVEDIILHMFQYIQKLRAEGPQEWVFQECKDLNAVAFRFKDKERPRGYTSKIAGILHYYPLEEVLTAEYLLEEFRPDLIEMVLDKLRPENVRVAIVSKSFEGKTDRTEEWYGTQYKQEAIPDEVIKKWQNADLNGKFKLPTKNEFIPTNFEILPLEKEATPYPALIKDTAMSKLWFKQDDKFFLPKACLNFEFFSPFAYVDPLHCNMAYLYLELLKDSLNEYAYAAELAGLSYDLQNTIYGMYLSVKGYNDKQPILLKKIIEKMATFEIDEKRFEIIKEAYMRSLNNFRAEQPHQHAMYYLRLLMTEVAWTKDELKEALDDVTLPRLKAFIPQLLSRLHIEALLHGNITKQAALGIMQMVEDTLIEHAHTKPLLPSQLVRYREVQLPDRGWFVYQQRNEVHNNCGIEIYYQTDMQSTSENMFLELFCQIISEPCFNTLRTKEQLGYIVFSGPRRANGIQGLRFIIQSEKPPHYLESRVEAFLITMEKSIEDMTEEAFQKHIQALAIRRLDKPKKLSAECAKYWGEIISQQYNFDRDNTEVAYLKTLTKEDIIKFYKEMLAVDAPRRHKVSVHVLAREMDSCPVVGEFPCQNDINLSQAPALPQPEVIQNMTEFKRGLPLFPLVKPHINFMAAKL
PfM18AAP inh = PfM18AAP enzyme inhibition; AID 1822; 290,000 compounds, 1.2% hits; inhibition, % at 7.35 µM; recombinant PfM18AAP, H-Glu-NHMec fluorogenic cleavage;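 active means inhibition above the campaign mean inhibition over all tested compounds plus 3 SD, cut at about 28% in these data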;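 further: 0% = plate median of test compound wells and 100% = 2 mM ZnCl2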
IDE act = IDE (human) activation, cell-based; HEK cells, FAbeta-B cleavage, fluorescence polarization; 0% vehicle, 100% cell-free pure enzyme wells; activation, % at 5.96 µM; 340,000 compounds, 0.073% hits;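 active means activation above the mean of all tested compounds plus 3 SD, set per screening campaign, cut at about 17% in these data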
NALP1 inh = NALP1 inhibition; inhibition, % at 10 µM; S. cerevisiae NALP1/ASC/caspase-1 growth, X-gal OD620, 72 h; 280,000 compounds, 0.61% hits; in the data active means inhibition mostly above about 24%, no sharp cut-off; inactive means mostly below about 32%; further: some compounds called inactive have numbers as strong as hits
Starred values were filed as active, the others as inactive. This is a subset, so the mix of outcomes need not match the whole.

What do the screens show for `COc1cc(CCC(=O)N2CCN(c3cccc(C)c3C)CC2)cc(OC)c1OC`?
SUMO HTRF inh: -11; MEKK3 PB1 HTS: 102; p-CIP stab down: -9; MEKK2mut PB1 HTS: 0; MEKK2 WT-MEK5: 105; IDE inh: 9; PfM18AAP inh: -3; IDE act: -5; NALP1 inh: -7

Results for CCCc1cc(C(=O)N2CCN(c3ccccc3C)CC2)cs1 ?
SUMO HTRF inh: -5; MEKK3 PB1 HTS: 98; p-CIP stab down: 1; MEKK2mut PB1 HTS: -7; MEKK2 WT-MEK5: 97; IDE inh: -5; PfM18AAP inh: 5; IDE act: -3; NALP1 inh: 16

Results for CC(=O)N1c2ccc(S(=O)(=O)NCCC(=O)N3CCC(C)CC3)cc2CC1C (stereo not given) ?
SUMO HTRF inh: 16; MEKK3 PB1 HTS: 99; p-CIP stab down: -2; MEKK2mut PB1 HTS: -1; MEKK2 WT-MEK5: 100; IDE inh: 3; PfM18AAP inh: -3; IDE act: 6; NALP1 inh: 8

What do the screens show for `COc1cc(-c2[nH]ncc2CN(C)Cc2nonc2C)cc(OC)c1OC`?
SUMO HTRF inh: 7; MEKK3 PB1 HTS: 105; p-CIP stab down: 4; MEKK2mut PB1 HTS: 7; MEKK2 WT-MEK5: 101; IDE inh: -3; PfM18AAP inh: 2; IDE act: 3; NALP1 inh: 11

What do the screens show for `CC(=O)N1c2ccc(S(=O)(=O)N3CCCC3C(=O)Nc3cccc(F)c3)cc2CC1C` (stereo not given)?
SUMO HTRF inh: -2; MEKK3 PB1 HTS: 99; p-CIP stab down: 1; MEKK2mut PB1 HTS: -1; MEKK2 WT-MEK5: 99; IDE inh: 0; PfM18AAP inh: -9; IDE act: -6; NALP1 inh: 31

What do the screens show for `Cc1c(C(=O)Oc2cccc3ccccc23)cnn1-c1ccccc1`?
SUMO HTRF inh: 8; MEKK3 PB1 HTS: 98; p-CIP stab down: -4; MEKK2mut PB1 HTS: -5; MEKK2 WT-MEK5: 96; IDE inh: 5; PfM18AAP inh: 7; IDE act: 2; NALP1 inh: 15

What do the screens show for `CCOC(=O)CN1N=C(c2ccc(Cl)s2)CSC1=O`?
SUMO HTRF inh: 2; MEKK3 PB1 HTS: 93; p-CIP stab down: -8; MEKK2mut PB1 HTS: -2; MEKK2 WT-MEK5: 91; IDE inh: -1; PfM18AAP inh: 3; IDE act: 0; NALP1 inh: 19

How did O=C(NNC(=O)c1ccc(-c2ccccc2)cc1)Nc1ccc(F)cc1F do in these assays?
SUMO HTRF inh: 7; MEKK3 PB1 HTS: 103; p-CIP stab down: -15; MEKK2mut PB1 HTS: 4; MEKK2 WT-MEK5: 105; IDE inh: -4; PfM18AAP inh: -10; IDE act: -4; NALP1 inh: 45

What do the screens show for `CCN(Cc1ccc(OC)c(F)c1)C(=O)c1cc2ccccc2o1`?
SUMO HTRF inh: -7; MEKK3 PB1 HTS: 103; p-CIP stab down: 6; MEKK2mut PB1 HTS: -1; MEKK2 WT-MEK5: 104; IDE inh: 3; PfM18AAP inh: 0; IDE act: 3; NALP1 inh: 15

What do the screens show for `O=C(Cn1cncn1)N/N=C/c1c2ccccc2cc2ccccc12`?
SUMO HTRF inh: 11; MEKK3 PB1 HTS: 107; p-CIP stab down: 6; MEKK2mut PB1 HTS: 10; MEKK2 WT-MEK5: 109; IDE inh: 0; PfM18AAP inh: 6; IDE act: 4; NALP1 inh: -25

What do the screens show for `Cn1c(SCC(=O)Nc2ccc(F)cc2)nc2c([nH]c3ccccc32)c1=O`?
SUMO HTRF inh: 44; MEKK3 PB1 HTS: 98; p-CIP stab down: -6; MEKK2mut PB1 HTS: -2; MEKK2 WT-MEK5: 98; IDE inh: -2; PfM18AAP inh: 1; IDE act: 7; NALP1 inh: 18

What do the screens show for `Cc1ccc(NC(=O)CN2CCN(S(=O)(=O)c3cccs3)CC2)cc1S(=O)(=O)N(C)C`?
SUMO HTRF inh: 16; MEKK3 PB1 HTS: 102; p-CIP stab down: -5; MEKK2mut PB1 HTS: -2; MEKK2 WT-MEK5: 101; IDE inh: 1; PfM18AAP inh: 3; IDE act: 1; NALP1 inh: 9

Results for NC(=O)c1ccccc1Nc1nc2nc3ccccc3c(=O)n2cc1Br ?
SUMO HTRF inh: 19; MEKK3 PB1 HTS: 83; p-CIP stab down: -2; MEKK2mut PB1 HTS: -15; MEKK2 WT-MEK5: 88; IDE inh: 3; PfM18AAP inh: 16

Results for COc1ccccc1/C=C1\SC(=S)N(CCC(=O)Nc2ccc(C(=O)O)c(O)c2)C1=O ?
SUMO HTRF inh: 9; MEKK3 PB1 HTS: 110; p-CIP stab down: -8; MEKK2mut PB1 HTS: 10; MEKK2 WT-MEK5: 102; IDE inh: -5; PfM18AAP inh: 5; IDE act: 3; NALP1 inh: 6

Results for CCOc1cc(C(=O)OCc2ccc(C(=O)OC)o2)cc(Br)c1OC ?
SUMO HTRF inh: -30; MEKK3 PB1 HTS: 111; p-CIP stab down: -9; MEKK2mut PB1 HTS: 3; MEKK2 WT-MEK5: 101; IDE inh: 4; PfM18AAP inh: -6; NALP1 inh: -18

How did Cc1c(Cl)c([N+](=O)[O-])nn1CC(=O)N1CCN(Cc2ccccc2)CC1 do in these assays?
SUMO HTRF inh: 1; MEKK3 PB1 HTS: 96; p-CIP stab down: -13; MEKK2mut PB1 HTS: -3; MEKK2 WT-MEK5: 98; IDE inh: 2; PfM18AAP inh: -19; IDE act: 1; NALP1 inh: 2

Results for Cc1ccc(N2C(=O)C(Cc3ccccc3)NC2=S)cc1 (stereo not given) ?
SUMO HTRF inh: 10; MEKK3 PB1 HTS: 63; p-CIP stab down: -2; MEKK2mut PB1 HTS: -16; MEKK2 WT-MEK5: 73; IDE inh: -4; PfM18AAP inh: -4; IDE act: 4; NALP1 inh: 35

How did CCOC(=O)c1c2ccc(OCC(=O)N/N=C/c3ccccc3C(F)(F)F)cc2n2ccccc12 do in these assays?
SUMO HTRF inh: 32; MEKK3 PB1 HTS: 104; p-CIP stab down: -9; MEKK2mut PB1 HTS: 0; MEKK2 WT-MEK5: 97; PfM18AAP inh: -7; NALP1 inh: 7

Results for O=C(NN1CCOCC1)c1ccccc1Br ?
SUMO HTRF inh: 7; MEKK3 PB1 HTS: 104; p-CIP stab down: 4; MEKK2mut PB1 HTS: 7; MEKK2 WT-MEK5: 110; IDE inh: -9; PfM18AAP inh: -1; IDE act: -4; NALP1 inh: 3

Results for COc1ccc(Cc2nnc(SCC(=O)Nc3ccc(N4CCOCC4)cc3)n2C)cc1 ?
SUMO HTRF inh: 7; MEKK3 PB1 HTS: 98; p-CIP stab down: 13; MEKK2mut PB1 HTS: -7; MEKK2 WT-MEK5: 96; IDE inh: -3; PfM18AAP inh: 9; IDE act: 8; NALP1 inh: 5

Results for Cc1cc(C)nc(NN=C(c2ccccc2)c2ccccc2)n1 ?
SUMO HTRF inh: 4; MEKK3 PB1 HTS: 97; p-CIP stab down: 6; MEKK2mut PB1 HTS: 2; MEKK2 WT-MEK5: 98; IDE inh: 1; PfM18AAP inh: 4; IDE act: 6; NALP1 inh: 31

What do the screens show for `CCOC(=O)c1sc(=NC(=O)c2cc(OC)c(OC)c(OC)c2)n(C)c1C`?
SUMO HTRF inh: 2; MEKK3 PB1 HTS: 99; p-CIP stab down: -3; MEKK2mut PB1 HTS: 1; MEKK2 WT-MEK5: 99; IDE inh: 4; PfM18AAP inh: 6; IDE act: -3; NALP1 inh: 19

Results for Cc1occc(=O)c1OCc1ccccc1 ?
SUMO HTRF inh: 6; MEKK3 PB1 HTS: 97; p-CIP stab down: 11; MEKK2mut PB1 HTS: 1; MEKK2 WT-MEK5: 98; IDE inh: -1; PfM18AAP inh: -17; IDE act: 3; NALP1 inh: 28

How did CCn1cc(-c2csc(N)n2)c(C)n1 do in these assays?
SUMO HTRF inh: 11; MEKK3 PB1 HTS: 93; p-CIP stab down: 7; MEKK2mut PB1 HTS: -12; MEKK2 WT-MEK5: 83; IDE inh: 0; PfM18AAP inh: 3; IDE act: 0; NALP1 inh: 11

Results for O=C(CN(Cc1ccc(F)cc1)C(=O)CNS(=O)(=O)c1ccc(Cl)cc1)NCC1CCCO1 (stereo not given) ?
SUMO HTRF inh: -9; MEKK3 PB1 HTS: 99; p-CIP stab down: 4; MEKK2mut PB1 HTS: -7; MEKK2 WT-MEK5: 100; IDE inh: 1; PfM18AAP inh: -4; IDE act: -1; NALP1 inh: -5

What do the screens show for `O=C(CN1CCCCCC1)NCCc1ccc(F)cc1`?
SUMO HTRF inh: 10; MEKK3 PB1 HTS: 101; p-CIP stab down: -10; MEKK2mut PB1 HTS: -3; MEKK2 WT-MEK5: 97; IDE inh: -2; PfM18AAP inh: 4; IDE act: 2; NALP1 inh: 7

Results for O=C(NC1CCCCCC1)c1cc(-c2ccccn2)nc2ccccc12 ?
SUMO HTRF inh: 19; MEKK3 PB1 HTS: 101; p-CIP stab down: -14; MEKK2mut PB1 HTS: -2; MEKK2 WT-MEK5: 93; IDE inh: -5; PfM18AAP inh: -14; IDE act: -1; NALP1 inh: 0

How did CCN(CC)S(=O)(=O)c1ccc(-c2nnc(SCC(=O)Nc3ccc(OC)cc3)o2)cc1 do in these assays?
SUMO HTRF inh: 16; MEKK3 PB1 HTS: 83; p-CIP stab down: -6; MEKK2mut PB1 HTS: -5; MEKK2 WT-MEK5: 95; IDE inh: -3; PfM18AAP inh: 0; IDE act: -1; NALP1 inh: -75

How did Cc1cc(NC(=O)c2ccc(Cl)cc2)n(-c2ccccc2)n1 do in these assays?
SUMO HTRF inh: -19; MEKK3 PB1 HTS: 103; p-CIP stab down: 6; MEKK2mut PB1 HTS: 4; MEKK2 WT-MEK5: 105; IDE inh: 3; PfM18AAP inh: 1; IDE act: 1; NALP1 inh: -4

Results for O=C(C1CCN(c2nnc(N3CCCC3=O)s2)CC1)N1CCN(Cc2ccc3c(c2)OCO3)CC1 ?
SUMO HTRF inh: -10; MEKK3 PB1 HTS: 102; p-CIP stab down: 9; MEKK2mut PB1 HTS: 0; MEKK2 WT-MEK5: 107; PfM18AAP inh: -13; IDE act: 1; NALP1 inh: 6

What do the screens show for `O=C(NC1CC1)c1c(O)c2ccccc2[nH]c1=O`?
SUMO HTRF inh: 9; MEKK3 PB1 HTS: 106; p-CIP stab down: -9; MEKK2mut PB1 HTS: 1; MEKK2 WT-MEK5: 104; PfM18AAP inh: -13; IDE act: 3; NALP1 inh: 28

Results for C=CCn1c(=O)c2ccccc2n2c(SCc3nc(N)nc(Nc4ccccc4C)n3)nnc12 ?
SUMO HTRF inh: 7; MEKK3 PB1 HTS: 95; p-CIP stab down: -6; MEKK2mut PB1 HTS: -1; MEKK2 WT-MEK5: 97; IDE inh: 0; PfM18AAP inh: 3; IDE act: -3; NALP1 inh: 26

3 entries out of the list, sorted by SMILES length, high to low:
How did CCOC(=O)c1c2ccc(OCC(=O)N/N=C/c3ccccc3C(F)(F)F)cc2n2ccccc12 do in these assays?
SUMO HTRF inh: 32; MEKK3 PB1 HTS: 104; p-CIP stab down: -9; MEKK2mut PB1 HTS: 0; MEKK2 WT-MEK5: 97; PfM18AAP inh: -7; NALP1 inh: 7

Results for COc1ccccc1/C=C1\SC(=S)N(CCC(=O)Nc2ccc(C(=O)O)c(O)c2)C1=O ?
SUMO HTRF inh: 9; MEKK3 PB1 HTS: 110; p-CIP stab down: -8; MEKK2mut PB1 HTS: 10; MEKK2 WT-MEK5: 102; IDE inh: -5; PfM18AAP inh: 5; IDE act: 3; NALP1 inh: 6

What do the screens show for `CC(=O)N1c2ccc(S(=O)(=O)N3CCCC3C(=O)Nc3cccc(F)c3)cc2CC1C` (stereo not given)?
SUMO HTRF inh: -2; MEKK3 PB1 HTS: 99; p-CIP stab down: 1; MEKK2mut PB1 HTS: -1; MEKK2 WT-MEK5: 99; IDE inh: 0; PfM18AAP inh: -9; IDE act: -6; NALP1 inh: 31

From PubChem BioAssay
